All columns: NCI-60 one-dose screen, growth in % after 48 h at 10 µM unless noted; 100 = growth as untreated, 0 = no growth, -100 = all killed.
BT-549 = BT-549 breast cancer. 4.4% of 78,000 active. AID 1794793
HS 578T = HS 578T breast cancer | 4.1% of 78,000 active | AID 1794788
MDA-MB-231 = MDA-MB-231 breast cancer; 5% of 81,000 active
LOX IMVI = LOX IMVI melanoma. 7.4% of 79,000 active
MDA-MB-468 = MDA-MB-468 breast cancer. 8.5% of 78,000 active
SK-MEL-28 = SK-MEL-28 melanoma; 4.1% of 81,000 active; AID 1794761
MCF7 = MCF7 breast cancer; 6.3% of 82,000 active; AID 1794796
T-47D = T-47D breast cancer; 5% of 79,000 active
* marks the source's active call; other numbers are inactive results; · = no result given; & = joins results of further samples. The calls were made as follows: active = growth percent below 10; inactive = the rest. Hits appear at their usual frequency (roughly 12% active in at least one column).

SMILES	BT-549	HS 578T	MDA-MB-231	LOX IMVI	MDA-MB-468	SK-MEL-28	MCF7	T-47D
COc1ccc(/C=C2\N=C3SC=C(N)N3C2=O)cc1	11.8	50.4	42.5	-47.5*	-31.9*	43.7	13.4	9.7*
CC(=C(c1ccc(OCCN2CCOCC2)cc1)c1ccc(OCCN2CCOCC2)cc1)c1ccc(Cl)cc1	69.8	80.6	69.1	88.0	70.4	89.9	84.4	65.6
COc1cc2nc(Cl)nc(N3CCN(S(=O)(=O)c4ccc(C)cc4)CC3)c2cc1OC	91.7	109.2	94.2	99.3	110.9	119.9	91.2	86.9
CC(C)(C)[Si](C)(C)OC1[C@@H](COC(=O)NC(=O)CCl)O[C@@H](n2cnc3c(N)ncnc32)[C@H]1O[Si](C)(C)C(C)(C)C (stereo partly drawn)	-17.9*	74.5	35.7	-94.0*	65.0	71.8	10.6	76.3
O=C1NC(=S)S/C1=C\c1cccc([N+](=O)[O-])c1	81.2	118.4	93.8	88.9	105.7	111.6	87.8	90.2
CCO/C=N/C1=C(C#N)C(c2ccc(OC)cc2)c2sc3c(CC)cccc3c2O1 (stereo not drawn)	63.0	18.2	31.7	26.0	-21.1*	67.2	24.6	35.8
CC(C)Oc1c(C(=O)O)cccc1[N+](=O)[O-]	109.5	97.0	104.8	106.1	108.9	110.4	105.8	111.3
O=c1c(F)cnc2n1Cc1ccccc1CO2	83.0	94.3	78.8	90.6	·	107.9	90.7	55.2
NC(=O)C1C2C=CC(C2)C1c1ccccc1 (stereo not drawn)	118.2	103.8	108.6	95.6	115.9	112.3	109.7	104.5
O=C(NS(=O)(=O)c1ccccc1)n1cc(-c2ccncc2)c(-c2ccc(Cl)c(O)c2)n1	103.7	105.6	112.4	79.9	96.5	63.0	109.0	107.3
O=C(CSc1nc2ccc(Cl)cc2c(=O)n1-c1ccc(Cl)cc1)NNS(=O)(=O)c1ccccc1	86.5	37.7	50.0	44.4	78.6	79.4	64.7	82.6
c1ccc2c(c1)-c1cccc3cncc-2c13	127.1	119.5	107.8	105.3	104.0	103.1	108.6	108.5
COc1ccc(Cn2cc3c(c2)-c2nc(N)ncc2CC3)cc1	128.0	102.5	83.0	99.2	106.0	110.2	101.9	86.1
CCN1CCN(c2nc(C)cc(NCc3cc(Nc4ccnc5cc(Cl)ccc45)ccc3F)n2)CC1	36.1	9.3*	-31.1*	-81.5*	-23.1*	-80.3*	2.0*	-24.3*
CC1CCC(NC(=O)NS(=O)(=O)c2ccc(C(C)C)cc2)CC1 (stereo not drawn)	114.2	117.1	100.8	92.9	104.8	110.5	95.7	99.5
Nc1ccc(N=Nc2ccccc2)c(N)n1	100.9&101.8&96.1	103.5&97.2&132.3	91.5&93.6&100.9	98.1&96.5&97.5	93.2&80.6&88.3	126.1&116.2&112.4	86.7&81.8&93.3	88.2&72.3&87.2
COc1ccc(C2CC(c3cccc(OCCCCOc4cccc(C5=NN(C(C)=O)C(c6ccc(OC)cc6)C5)c4)c3)=NN2C(C)=O)cc1 (stereo not drawn)	69.8	89.3	77.3	62.2	23.7	97.2	39.9	40.1
NC(=O)c1ccc[n+](CCBr)c1	101.7	·	122.3	98.3	101.7	106.9	97.1	97.4
CCOC(=O)c1cc(-c2ccc(Br)cc2)nc2ccccc12	98.2	97.7	101.9	95.3	97.5	101.7	89.5	94.0
COc1ccc(/C=C/C(=O)C(=O)/C=C/c2ccc(OC)c(OC)c2)cc1OC	14.8	31.5	3.0*	-66.4*	20.1	-9.4*	4.0*	35.8

Of the compounds above, two contain a nitro group on carbon.
SMILES	BT-549	HS 578T	MDA-MB-231	LOX IMVI	MDA-MB-468	SK-MEL-28	MCF7	T-47D
O=C1NC(=S)S/C1=C\c1cccc([N+](=O)[O-])c1	81.2	118.4	93.8	88.9	105.7	111.6	87.8	90.2
CC(C)Oc1c(C(=O)O)cccc1[N+](=O)[O-]	109.5	97.0	104.8	106.1	108.9	110.4	105.8	111.3

Remaining list, next part:
SMILES	BT-549	HS 578T	MDA-MB-231	LOX IMVI	MDA-MB-468	SK-MEL-28	MCF7	T-47D
COC(=O)c1cc(C(=O)C(F)(F)F)n2c3ccccc3c3ccccc3c12	85.9	41.7	42.4	77.2	60.8	110.6	80.8	64.4
CC(C)Sc1nc(NC2CC2)c(C#N)c(-c2ccccc2)n1	91.2&104.9	71.7&68.7	58.9&82.0	80.2&67.9	99.9&80.4	109.6&98.7	88.1&73.7	92.7&83.5
Cc1ccc(NC(=O)N/C(N)=N/c2nc(=O)c3ccccc3s2)cc1	86.4	82.9	86.0	103.8	89.9	102.2	84.9	108.9
CC(C)(C)[Si](C)(C)OCC1OC(n2cnc3c(=O)[nH]cnc32)CC1O (stereo not drawn)	103.3	98.9	111.5	100.6	100.4	109.5	101.8	90.4
Cc1cc(O)c2c(c1)C1OC(=O)CCCCCCN1C1=C2C(=O)c2cccc(OC3CC(O)C(O)C(C)O3)c2C1=O (stereo not drawn)	91.0	115.4	89.5	98.3	109.6	121.8	99.6	78.2
CCCCN(CCCC)CC(O)c1cc(-c2ccc(C(F)(F)F)cc2)nc(-c2ccc(C(F)(F)F)cc2)c1 (stereo not drawn)	124.6	92.4	64.6	83.2	101.3	119.6	113.3	95.9
CCOC(=O)/C(=C/CC/C(C)=C/CC/C(C)=C/CCc1ccoc1)CC(=O)N1CCSCC1	96.5	99.3	72.5	·	29.6	69.5	79.5	68.2
COCCn1cc(-c2nc(-c3cc4cccnc4[nH]3)cs2)c2cc(OC)ccc21	1.8*	-4.1*	2.9*	33.2	-24.0*	62.8	0.8*	-12.4*
COc1cc(C(=O)OCCN2CCN(C)CC2)cc(OC)c1OC	105.7	101.0	97.7	95.4	100.1	109.7	93.0	84.7
CC[C@@]12CC(C(=O)OC)=C3Nc4cc(O)ccc4[C@@]34CCN(C[C@H]3O[C@H]31)[C@@H]24	110.8	95.9	101.3	112.2	91.9	106.6	107.5	108.1
Cc1cccc2c1NC(=O)C2=O	113.0	94.6	90.3	97.9	112.7	114.3	94.4	91.9
COc1ccc(-c2cc(-c3c(C)oc4c(OC)c5occc5c(OC)c4c3=O)[nH]c(=O)c2C#N)cc1OC	89.6	65.1	54.6	74.6	69.9	·	62.1	58.7
COc1ccc(N2CC(c3nc4ccccc4o3)CC2=O)cc1 (stereo not drawn)	·	101.8	88.4	89.1	98.0	111.2	99.2	80.0
FC(F)(F)c1nc2ccccc2n1Cc1nnc(SCc2cn(-c3cccc(Cl)c3)nn2)o1	98.7	87.3	93.1	98.6	83.7	98.8	92.8	75.3
NC1=NC(c2cccc([N+](=O)[O-])c2)N=C(Nc2nn[nH]n2)N1 (stereo not drawn)	102.8	95.1	·	88.7	103.8	120.6	90.9	92.0
CCc1ccc2c(c1)N(CCO)C1=C(C(=O)OC1)C2c1cccc(Br)c1 (stereo not drawn)	46.6	3.2*	34.9	42.2	25.8	49.0	21.1	47.5
COc1cccc(-c2nc3sccn3c2-c2ccnc(NCCCNS(=O)(=O)c3ccc(F)cc3)c2)c1	13.0	63.7	57.4	23.1	13.3	52.1	31.8	-3.1*
O=c1[nH]cnc2ccc(Cl)cc12	·	101.8	86.6	98.3	113.1	106.4	98.1	87.7
CCCCCCCCCCCCN1CCS(=O)(=O)CC1	96.5	93.9	95.1	98.5	78.3	98.5	93.6	93.8
CCOC(=O)c1ccc2[nH]c(-c3ccccc3)cc(=O)c2c1	102.9	103.7	94.5	98.2	104.7	109.0	99.8	105.3
C[C@H]1[C@H]2C3=CC[C@@H]4[C@@]5(C)C/C(=C\c6ccccc6)[C@H](O)C(C)(C)[C@@H]5CC[C@@]4(C)[C@]3(C)CC[C@@]2(CO)CC[C@@H]1C	122.2	81.8	88.0	82.6	75.6	104.2	68.5	61.4
O=C1OCC2=C1C(c1ccccc1)c1cc3c(cc1N2CCO)OCCO3 (stereo not drawn)	14.1	-9.6*	14.2	34.6	-63.7*	32.6	8.5*	50.5
CC(=O)Oc1cc(C)c(Cl)c2c(OC(C)=O)cc(C(C)=O)c(O)c12	107.8	95.6	103.3	101.8	109.4	99.7	92.7	100.8
CN(C)CCC(=O)C1=CC[C@H]2[C@@H]3CC=C4C[C@@H](O)CC[C@]4(C)[C@H]3CC[C@]12C	97.7	91.2	98.3	91.8	50.9	91.4	84.2	84.7
O=[N+]([O-])c1ccc2c(c1)-c1ccccc1/C2=N\O	77.8	105.3	83.1	98.3	80.4	96.6	88.0	85.5
C=CCSC1=NC2C(N(CC)C(=O)N2CC)N1/N=C/C=C/c1ccccc1OC (stereo not drawn)	79.8	82.4	82.5	68.9	29.6	84.3	42.5	68.9
O=[N+]([O-])c1cccc(-c2nc3sccn3c2-c2ccnc(NCCNS(=O)(=O)c3ccc(F)cc3)n2)c1	55.3	90.5	80.9	65.5	44.4	101.1	49.3	12.0
CN1CCN(c2ccc(Nc3nc(NCCCNS(=O)(=O)c4ccc(C(F)(F)F)cc4)c4sccc4n3)cc2)CC1	-88.1*	-35.0*	-60.1*	-83.6*	-80.9*	-92.8*	-70.0*	-29.0*
O=C(CNc1ccc(F)cc1)Nc1ncc(Cc2ccc(Cl)cc2)s1	84.9	90.8	86.0	22.4	99.2	95.7	95.1	52.0
Clc1ccc(-c2nc3ccccc3s2)cc1Cl	97.4	103.9	68.0	88.4	109.6	105.9	67.8	61.3
C#CCOC(=O)[C@]1(C)CCC[C@]2(C)[C@H]3C[C@H]4C(C(C)C)=C[C@]3(CC[C@H]21)[C@@H]1C(=O)CCC(=O)[C@@H]14	91.7	80.8	74.6	78.8	78.0	95.3	83.2	66.7
c1ccc2[nH]c(-c3ccc(Nc4nc(N5CCCC5)nc5[nH]ncc45)cc3)nc2c1	59.7	-34.0*	-48.5*	-84.4*	-38.5*	·	-21.5*	-52.6*
N#Cc1c(-c2ccc(Cl)cc2)nc(SCC(=O)c2ccc(Cl)cc2)[nH]c1=O	101.2	92.6	87.7	96.3	91.9	96.9	93.1	91.6
O=C(N/N=C/c1ccc([N+](=O)[O-])cc1)c1ccccc1Nc1cccc(C(F)(F)F)c1	77.8	7.5*	80.5	98.1	·	91.7	111.2	95.1
Cc1cc(C)cc(NC(=O)Cn2c(-c3nonc3N)nc3ccccc32)c1	116.9	113.1	120.5	101.6	112.1	121.4	107.0	112.2
CCN(CC)S(=O)(=O)c1ccc(-c2nc(C(Cl)Cl)nc3cc(C)nn23)cc1	·	35.6	-0.5*	35.6	-33.6*	23.3	23.5	60.9
CC(=O)O[C@H]1C[C@@]2(C)[C@@H](C[C@@H](O)[C@H]3[C@@]4(C)CC[C@H](O)[C@@H](C)[C@@H]4CC[C@@]32C)/C1=C(\CCC(Br)C(C)(C)N1CC=CCC1)C(=O)O (stereo partly drawn)	94.6	105.5	106.4	98.7	95.5	102.0	89.1	·
CCCSc1nc(Nc2ccc(/C(C)=N\NC(N)=S)cc2)c(C#N)c(-c2ccccc2)n1	88.5	62.5	72.9	46.1	66.5	84.6	47.9	63.4
COCC(=O)NNc1[nH]c(-c2ccc(OC)cc2)cc1C#N	113.1	104.1	102.1	110.1	·	119.7	107.7	105.7
CCOC(=O)CCN1C(=O)CCC1C(=O)OCC (stereo not drawn)	106.3	99.7	96.2	94.6	82.4	96.8	97.3	88.7
CN(C)CCNC(=O)c1cccnc1Nc1cc2ccccc2cc1C(=O)O	111.9	100.7	116.2	102.3	98.4	121.2	77.4	89.9
Nc1nc(-c2cccc([N+](=O)[O-])c2)c(N=Nc2ccccc2[N+](=O)[O-])s1	34.4	6.6*	-54.1*	6.5*	74.8	88.4	82.2	42.3
BrCCN1CCOC1=Nc1ccccc1	109.4	114.3	108.8	94.8	98.2	100.4	91.2	118.4
CCOC(=O)c1cc(OCC)nc2ccccc12	98.1	101.5	98.3	98.3	96.3	107.8	93.1	106.2
CC(=O)c1ccc(N=Nc2c(N)nc(N)[nH]c2=O)cc1	106.0	110.2	87.3	95.5	105.7	111.1	110.5	87.8
COc1cc(/C=C/C(=O)c2ccc(NC(=O)CSc3nnc(-c4cc(-c5ccc(S(C)(=O)=O)cc5)nc5ccccc45)n3-c3ccccc3)cc2)cc(OC)c1OC	108.9	103.9	94.4	85.2	94.3	107.0	83.5	90.1
N=C1N=C(SCc2nc3ccccc3[nH]2)NC(=O)/C1=C/c1ccc(Cl)cc1	114.0	98.3	92.8	91.3	116.0	109.5	96.9	93.2
COc1ccc(-c2nc(SCCCCC(=O)NO)[nH]c(=O)c2C#N)cc1	102.6	117.1	103.6	101.1	105.3	100.4	98.0	108.6

One compound at a time, from the list above. Values in the order: BT-549 | HS 578T | MDA-MB-231 | LOX IMVI | MDA-MB-468 | SK-MEL-28 | MCF7 | T-47D
CN(C)CCNC(=O)c1cccnc1Nc1cc2ccccc2cc1C(=O)O is listed with 111.9 | 100.7 | 116.2 | 102.3 | 98.4 | 121.2 | 77.4 | 89.9
BrCCN1CCOC1=Nc1ccccc1 is listed with 109.4 | 114.3 | 108.8 | 94.8 | 98.2 | 100.4 | 91.2 | 118.4
CCOC(=O)c1cc(OCC)nc2ccccc12 is listed with 98.1 | 101.5 | 98.3 | 98.3 | 96.3 | 107.8 | 93.1 | 106.2
CC(=O)c1ccc(N=Nc2c(N)nc(N)[nH]c2=O)cc1 is listed with 106.0 | 110.2 | 87.3 | 95.5 | 105.7 | 111.1 | 110.5 | 87.8
N=C1N=C(SCc2nc3ccccc3[nH]2)NC(=O)/C1=C/c1ccc(Cl)cc1 is listed with 114.0 | 98.3 | 92.8 | 91.3 | 116.0 | 109.5 | 96.9 | 93.2

Bioassay records: PubChem BioAssay, NCI
